# ANO1 activ: mouse TMEM16A channel activation, primary screen. Q8BHY3. HEK293 TMEM16A/YFP-H148Q/I152L, iodide quench fluorescence; hits give low values. B-score at 10 µM. 340,000 tested, 0.3% active;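 active = fluorescence-ratio B-score plate-corrected deviation score at least 3 library SD below zero, with starting fluorescence score within 5 deviations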;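 also: channel opened by trigger with iodide after compound preincubation; score built on the fluorescence ratio of max minus min over baseline; more negative score means more quench and so TMEM16A activation or potentiation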
# TRPC4 potent: allosteric potentiators of mouse TRPC4 channel; Q9QUQ5; HEK293 TRPC4beta/mu-opioid, DAMGO EC20, Fluo-4 Ca2+ flux; hits give high values; B-score at 10 µM; 310,000 tested, 0.42% active;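 active = B-score of calcium response area above 5 SD of library B-scores, with initial fluorescence ratio within 5 SD of library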;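 also: B-score of integrated fluorescence ratio over time as area under calcium response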
# TRPC6 inh: blocks the mouse TRPC6 cation channel; B-score at 10 µM; 310,000 tested, 1.1% active; HEK293-TRPC6, membrane potential dye, ACh-evoked depolarization; hits give low values; Q61143;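 active = B-score under library mean minus 3 SD, initial fluorescence not abnormally high, positive integrated signal ratio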;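 also: B-score derived from integrated fluorescence ratio over the kinetic read; more negative B-score means stronger inhibition of depolarization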
# Target sequence (Q61143 whole entry, looked up): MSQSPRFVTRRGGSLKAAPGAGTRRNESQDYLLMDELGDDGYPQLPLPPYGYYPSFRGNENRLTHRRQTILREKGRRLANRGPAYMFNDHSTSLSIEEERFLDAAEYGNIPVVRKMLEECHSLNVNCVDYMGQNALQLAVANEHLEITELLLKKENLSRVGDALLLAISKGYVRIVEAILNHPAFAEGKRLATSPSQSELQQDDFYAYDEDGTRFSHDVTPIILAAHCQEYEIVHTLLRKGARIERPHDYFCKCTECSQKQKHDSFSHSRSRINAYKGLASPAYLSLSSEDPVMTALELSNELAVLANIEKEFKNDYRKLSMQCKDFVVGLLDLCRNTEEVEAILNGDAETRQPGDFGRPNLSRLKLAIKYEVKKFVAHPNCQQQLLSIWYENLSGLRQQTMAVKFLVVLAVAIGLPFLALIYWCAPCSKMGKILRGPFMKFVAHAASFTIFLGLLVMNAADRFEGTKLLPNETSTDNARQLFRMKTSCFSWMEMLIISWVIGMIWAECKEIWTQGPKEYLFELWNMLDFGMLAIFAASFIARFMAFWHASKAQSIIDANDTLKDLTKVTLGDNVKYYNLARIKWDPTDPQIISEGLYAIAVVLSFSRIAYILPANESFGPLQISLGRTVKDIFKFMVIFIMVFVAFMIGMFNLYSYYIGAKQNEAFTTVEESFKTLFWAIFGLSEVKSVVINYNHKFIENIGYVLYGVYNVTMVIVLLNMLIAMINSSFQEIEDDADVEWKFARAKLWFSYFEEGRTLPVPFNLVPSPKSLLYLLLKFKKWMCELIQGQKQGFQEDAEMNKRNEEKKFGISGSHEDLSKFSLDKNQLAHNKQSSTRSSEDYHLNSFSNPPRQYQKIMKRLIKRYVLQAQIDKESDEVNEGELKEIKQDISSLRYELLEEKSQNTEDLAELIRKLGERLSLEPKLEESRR
# ANO1 block: mouse TMEM16A channel inhibition, primary screen; Q8BHY3; 310,000 tested, 1.2% active; HEK293 TMEM16A/YFP iodide influx fluorescence, ionomycin; AID 588511; normalized B-score (activity score, 25-100; higher = stronger inhibition) at 10 µM;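 active = ratio plate-corrected score three or more library SD toward inhibition, starting fluorescence score within five deviations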;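 also: score derived from kinetic fluorescence span divided by baseline fluorescence per well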
# MrgX1 allo act: allosterically activates human MrgX1 receptor signaling; AID 588675; Q96LB2; MrgX1-HEK293, Fluo-4 calcium flux, FDSS; hits give high values; B-score at 10 µM; 310,000 tested, 0.63% active;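 active = plate-corrected calcium response at least 3 library SD above typical, normal starting fluorescence, not activating the receptor alone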;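 also: compound read alongside a low EC10 to EC30 dose of BAM8-22 agonist; peak minus trough fluorescence over baseline measured at the second addition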
# RGS4 inh: human RGS4 inhibition | HEK293 M3R/RGS4 inducible, Fluo-4 calcium flux; hits give high values; triggered by carbachol at its EC20 | P49798 | 310,000 tested, 0.45% active | B-score at 10 µM;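 active = B-score, a plate-corrected calcium signal, over three deviations above library mean, with baseline fluorescence within five deviations of library mean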;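 also: RGS4 expression induced by doxycycline in cells with stable M3 receptor; B-score is computed from the integrated fluorescence ratio over baseline after carbachol; higher B-score means a larger calcium signal and so more RGS4 inhibition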
# Target sequence (P49798 whole entry, looked up): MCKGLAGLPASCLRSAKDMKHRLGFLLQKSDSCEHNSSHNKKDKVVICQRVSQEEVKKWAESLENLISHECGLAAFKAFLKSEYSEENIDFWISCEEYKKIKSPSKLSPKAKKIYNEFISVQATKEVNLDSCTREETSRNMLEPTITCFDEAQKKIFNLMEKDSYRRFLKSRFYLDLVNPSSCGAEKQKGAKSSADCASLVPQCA
# TRPC4 inh: TRPC4 (mouse) channel inhibition | HEK293 TRPC4beta/mu-opioid, DAMGO-evoked Fluo4 calcium flux; hits give low values | B-score at 10 µM | 300,000 tested, 0.39% active;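 active = B-score over 3 SD under the library average, no early fluorescence shift, positive overall ratio signal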
#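 test system = HEK293 cells with stable TRPC4beta plus mu-opioid receptor expression | detection = Fluo4 Ca2+ flux fluorescence | read-out = integrated fluorescence ratio relative to baseline, converted to per-well B score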
# TRPC4 act: opens the mouse TRPC4 cation channel. Q9QUQ5. HEK293 TRPC4beta/mu-opioid, Fluo4 calcium fluorescence; hits give high values. B-score at 10 µM. 310,000 tested, 0.49% active. AID 2237;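 active = B-score above 5 SD of library B-scores, and initial fluorescence ratio not above library mean plus 5 SD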;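 also: positive B-score marks a calcium rise read as TRPC4 activation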
#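 Assay system – TRPC4beta and mu-opioid receptor HEK293 stable cells · Measured by – Fluo4 fluorescence, kinetic · Schedule – dye loading 45 min room temperature, 110 s kinetic read · Read-out – B-scored integrated calcium fluorescence ratio · Controls – buffer and maximal DAMGO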
# MrgX1 antag: blocks BAM8-22 activation of human MrgX1 receptor | 310,000 tested, 1.3% active | B-score at 10 µM | MRGX1-HEK293 calcium flux, Fluo-4, BAM8-22 antagonism; hits give low values;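 active = calcium-response B-score plate-corrected more than 3 library SD below zero, starting fluorescence within 5 deviations, no agonist response on first addition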;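 also: peak minus trough fluorescence over baseline after final BAM8-22 challenge near maximal dose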
# TRPC6 activator: mouse TRPC6 channel activation; Q61143; HEK293-TRPC6 membrane potential dye fluorescence; hits give high values; B-score at 10 µM; 310,000 tested, 0.13% active; AID 2550;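 active = B-score of the integrated fluorescence ratio above library mean plus 3 SD, and starting fluorescence ratio within library mean plus 5 SD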;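 also: higher score means more depolarization so channel activation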
# MrgX1 ag: agonists of human MrgX1 receptor; Q96LB2; MrgX1-HEK293 cells, Fluo-4 calcium fluorescence, agonist mode; hits give high values; B-score at 10 µM; 310,000 tested, 0.44% active;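 active = calcium response B-score plate-corrected fluorescence ratio at least 3 library SD, with starting fluorescence B-score inside 5 SD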
#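 times = overnight plating, then 30 min 37 °C plus 30 min room-temperature dye loading | assay system = stable human MrgX1 HEK293 cell line | input = fifteen thousand cells per well | signal = kinetic calcium dye fluorescence, Fluo-4 NW | dosing = compound delivered in addition one of three | read-out = B-scored fluorescence response ratio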
# * = called active by the depositor; i = inactive; nt = no result given.
SMILES,ANO1 activ,TRPC4 potent,TRPC6 inh,ANO1 block,MrgX1 allo act,RGS4 inh,TRPC4 inh,TRPC4 act,MrgX1 antag,TRPC6 activator,MrgX1 ag
COc1ccc(-c2nc3ccccc3n2CCC(C)C)cc1OC,i,i,i,i,i,i,i,i,i,i,i
CCCCCC(=O)Nc1cc(S(=O)(=O)N2CCOCC2)ccc1N1CCCCC1,i,i,i,i,i,i,i,i,i,i,i
N=P(N1CCOCC1)(N1CCOCC1)C12CC3CC(CC(C3)C1)C2,i,i,i,i,i,i,i,i,i,i,i
Cc1ccc(N2C(=O)CC(Sc3ncccn3)C2=O)cc1C (stereo not given),i,i,i,i,i,i,i,i,i,i,i
O=c1cc(CSc2nnnn2-c2ccccc2)nc2nc[nH]n12,i,i,i,i,i,i,i,i,i,i,i
O=C1CCC(=O)N1CNc1ccc(Oc2ccccc2)cc1,i,i,i,i,i,i,i,i,i,i,i
O=C(Nc1nc(-c2ccccc2)cs1)NC1CCCCC1,i,i,i,i,i,i,i,i,i,i,i
CN(C)CCOC(=O)C1(c2ccccc2)CCOCC1,i,11*,i,i,i,i,i,i,i,i,i
Cc1ccc(-c2csc3nc(C)n(N)c(=O)c23)o1,i,i,i,i,i,i,nt,i,i,i,i
O=C(O)CC(NC(=O)c1ccco1)c1ccco1 (stereo not given),i,i,i,i,i,i,i,i,i,i,i
COc1cc(/C=N/NS(=O)(=O)c2ccc(C)c([N+](=O)[O-])c2)ccc1O,i,i,i,i,i,i,i,i,i,i,i
COc1cc2nc(CN(C)Cc3ccc(F)cc3)[nH]c(=O)c2cc1OC,i,i,i,i,i,i,i,i,i,i,i
O=C(NCC(c1cccnc1)N1CCOCC1)c1ccco1 (stereo not given),i,i,i,i,i,i,i,i,i,i,i
Cc1ccc(NC(=O)CSC(C)c2nc3ccccc3c(=O)[nH]2)cc1 (stereo not given),i,i,i,i,i,i,i,i,i,i,i
Cc1ccc(-c2cc(C(=O)NC3=NCCS3)c3ccccc3n2)cc1C,i,i,i,i,i,i,i,i,-4.92*,i,i
N#CC1=C(N)Oc2nc(-c3ccccc3)[nH]c2C1c1cccnc1 (stereo not given),i,i,i,i,i,i,i,i,i,i,i
CCCC(CCC)C(=O)Nc1cccc(-c2cn3c(n2)SCC3)c1,i,i,i,i,i,i,i,i,i,i,i
O=C(CCc1ccncc1)NC1CCCc2c1cnn2-c1ccc(F)cc1F (stereo not given),i,i,i,i,i,i,i,i,i,i,i
CCOC(=O)Cc1csc(SC(C)C(=O)Nc2ccc(NC(C)=O)cc2)n1 (stereo not given),i,i,i,i,i,i,i,i,i,i,i
C=CCn1c(SCC(=C)C)nc2c1c(=O)[nH]c(=O)n2C,i,i,i,i,i,i,i,i,i,i,i
O=C(CSc1cc(Cl)ccc1Cl)NCCCn1ccnc1,i,i,i,i,i,i,i,i,i,i,i
O=C(c1cccc(C(F)(F)F)c1)C1CCCN(C(=O)CCCN2CCCC2=O)C1 (stereo not given),i,i,i,i,i,i,i,i,i,i,i
O=C(COc1cccc2cccnc12)N/N=C1\SCC(=O)N1Cc1ccccc1,i,i,i,i,i,i,i,i,i,i,i
CCOc1ccc(N(Cc2cc3ccc(C)cc3[nH]c2=O)S(C)(=O)=O)cc1,i,i,i,i,i,i,i,i,i,i,i
CC(=O)Nc1ccc(S(=O)(=O)N2CCC(C(=O)NC3CCCC3)CC2)cc1,i,i,i,i,i,i,i,i,i,i,i
Cc1cc(C(=O)C(=O)NC(C)C)c(C)n1-c1ccc([N+](=O)[O-])cc1,i,i,i,i,i,i,i,i,i,i,i
CC(=O)c1cccc(NC(=O)CCCN(C)S(=O)(=O)c2ccc(F)cc2)c1,i,i,i,i,i,i,i,i,i,i,i
CC(C)NC(=O)CSc1nc2ccccc2n1CC(=O)N(C(C)C)C(C)C,i,i,i,nt,nt,i,i,i,nt,i,nt
Cc1ccccc1NC(=O)CSc1nnc2ccc(-c3ccncc3)nn12,i,i,i,i,i,i,i,i,i,i,i
CCN(CC)S(=O)(=O)c1cccc(C(=O)Nc2cc(C)cc(C)c2)c1,i,i,i,i,i,i,i,i,i,i,i
CSc1nsc(/C=C/Nc2ccc(C(=O)O)cc2)c1C#N,i,i,i,i,i,i,i,i,i,i,i
Cc1ccc(NC(=S)NCCc2ccc(Cl)cc2)c(C)c1,i,i,i,i,i,i,i,i,i,i,i
CC(C)CCN1C(=O)c2ccccc2C1C(=O)NCc1cccnc1 (stereo not given),i,i,i,i,i,i,i,i,i,i,i
COc1ccc(C(=O)N2CC3(CC(c4ccc(Cl)cc4)=NO3)C[C@H]2C(=O)NCC(N)=O)cc1 (stereo not given in full),i,i,i,i,i,i,i,i,i,i,i
C=CC(C)(O)CCC=C(C)C (stereo not given),i,nt,nt,i,i,nt,nt,nt,i,nt,i
O=c1c(Cc2c(F)cccc2Cl)c(O)ccn1C1CC1,i,i,i,i,i,i,i,i,i,i,i
CCC(C)C(=O)Nc1nnc(SCC(=O)Nc2ccccc2F)s1 (stereo not given),i,i,i,i,i,i,i,i,i,i,i
S=C(NCc1ccc(Cl)cc1Cl)Nc1ccccc1,i,i,i,i,i,i,i,i,i,i,i
CC[n+]1cccc(-c2nc3ccccc3s2)c1,i,i,-5.46*,i,i,i,i,i,i,i,i
Cn1nnnc1SCc1cc(=O)[nH]c2ccccc12,i,i,i,i,i,i,i,i,i,i,i
Cc1ccc(C2=NC(C)(C)NC2=O)cc1,i,i,i,i,i,i,i,i,i,i,i
Cc1ccc(NC(=O)Cn2cc3c(n2)CCC(C)C3)cc1 (stereo not given),i,i,i,i,i,i,i,i,i,i,i
CSc1nc2nccc(-c3ccc4c(c3)OCO4)n2n1,i,i,i,i,i,i,i,i,i,i,i
Cc1ccccc1-c1nc(-c2ccc(NC(=O)c3ccc4c(c3)OCO4)cc2)no1,i,i,i,i,i,i,i,i,i,i,i
CCOCCCNC(=O)/C(C#N)=C/c1cc(C)c(O)c(C)c1,i,i,i,i,i,i,i,i,i,i,i
Cc1c(OCC(=O)NCc2ccccn2)ccc2c(-c3ccccc3)cc(=O)oc12,i,i,i,i,i,i,i,i,i,i,i
O=C(Nc1ccc(SC(F)F)cc1)C1=COCCO1,i,i,i,i,i,i,i,i,i,i,i
CCOC(=O)[C@H]1[C@H]2COc3cc(OC)ccc3[C@@H]2N2C(=O)c3ccc(C)cc3NC(=O)[C@@]12C,i,nt,nt,i,i,nt,nt,nt,i,nt,i

# Reformatted with two lines to a compound: part of the list above
# Value order: ANO1 activ, TRPC4 potent, TRPC6 inh, ANO1 block, MrgX1 allo act, RGS4 inh, TRPC4 inh, TRPC4 act, MrgX1 antag, TRPC6 activator, MrgX1 ag
Cc1ccc(C2=NC(C)(C)NC2=O)cc1
  i, i, i, i, i, i, i, i, i, i, i
Cc1ccc(NC(=O)Cn2cc3c(n2)CCC(C)C3)cc1 (stereo not given)
  i, i, i, i, i, i, i, i, i, i, i

# Following part
SMILES,ANO1 activ,TRPC4 potent,TRPC6 inh,ANO1 block,MrgX1 allo act,RGS4 inh,TRPC4 inh,TRPC4 act,MrgX1 antag,TRPC6 activator,MrgX1 ag
COc1cc(C(=O)OC(C)CN2CCCCC2)cc(OC)c1OC (stereo not given),i,i,i,i,i,i,i,i,i,i,i
CCOC(=O)C(NC(=O)Nc1ccc(Cl)cn1)(Oc1ccccc1)C(F)(F)F (stereo not given),i,i,i,i,i,i,i,i,i,i,i
Cc1ccc(C(=O)Oc2ccccc2N2C(=O)C3CCC(C)CC3C2=O)cc1 (stereo not given),i,i,i,i,i,i,i,i,i,i,i
Cc1cc(C)c2oc(C(=O)NC3CCS(=O)(=O)C3)cc(=O)c2c1 (stereo not given),i,i,i,i,i,i,i,i,i,i,i
O=C(OCc1cccc(Cl)c1)c1cc([N+](=O)[O-])ccc1N1CCOCC1,i,i,i,i,i,i,i,i,i,i,i
CCOc1ccc(NC(=O)CSc2n[nH]c(N)n2)c([N+](=O)[O-])c1,i,i,i,i,i,i,i,i,i,i,i
CCOC(=O)c1nnc(-c2ccccc2)nc1Sc1c(Cl)cccc1Cl,i,i,i,i,i,i,i,i,i,i,i
COc1ccc(N2CC(C(=O)NNC(=O)c3ccc(Br)cc3)CC2=O)c(OC)c1 (stereo not given),i,i,i,i,i,i,i,i,i,i,i
CCOC(=O)Cn1nc(C)c(NC(=O)COc2ccccc2)c1C,i,i,i,i,i,i,i,i,i,i,i
O=C(Nc1ccccc1C(F)(F)F)N1CCCC(O)C1 (stereo not given),i,i,i,i,i,i,i,i,i,i,i
COC(=O)C1=C(C(=O)OC)[C@@H]2N(C)c3ccc(OC)cc3[C@@]23C[C@@H](C(=O)OC)N(S(=O)(=O)c2ccc([N+](=O)[O-])cc2)C3=N1,i,i,i,i,i,i,i,i,i,i,i
Cc1ccc(-c2csc(NC(=O)CSC3=NCCS3)n2)cc1,i,i,i,100*,i,i,i,i,i,i,i
Cc1cc(C)cc(NC(=O)NCc2ccccn2)c1,i,i,i,i,i,i,i,i,i,i,i
COC1C/C(=N\O)C2OC(c3ccccc3)OCC2O1 (stereo not given),i,i,i,i,i,i,i,i,i,i,i
CCOc1ccc(C(=O)Nc2cc(C)c3c(=O)oc4ccccc4c3n2)cc1,i,i,i,i,i,i,i,i,i,i,i
O=C(/C=N/NC(=O)c1ccc(Cl)cc1Cl)c1ccccc1,i,i,i,i,i,i,i,i,i,i,i
O=C(CCC1CCCC1)Nc1cccn(Cc2ccccc2Br)c1=O,i,i,i,i,i,i,i,i,i,i,i
COc1cccc(-c2nc(CS(=O)(=O)CC(=O)Nc3cccc(C(C)=O)c3)c(C)o2)c1,i,i,i,i,i,i,i,i,i,i,i
O=C(c1ccccc1)N1CCN(C2CC3CCC2C3)CC1 (stereo not given),nt,i,i,i,i,i,i,i,i,i,i
O=C1CSCC(=O)N1c1ncc(C(F)(F)F)cc1Cl,i,i,i,i,i,i,i,i,i,i,i
Cc1ccc(N(CCO)C(=S)Nc2ccccc2)cc1,i,i,i,i,i,i,i,i,i,i,i
Cn1c(=O)oc2cc(S(=O)(=O)Nc3cccc(F)c3)ccc21,i,i,i,i,i,i,i,i,i,i,i

# Bioassay records from PubChem BioAssay.
